CHO-K1 Ca antag = M1 antagonist counterscreen hit in parental CHO-K1 cells | ATP-induced calcium, Fluo-8 fluorescence | inhibition, % at 3 µM | hit rate 0.6% among 360,000 | AID 602250;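 active = inhibition above a per-plate cutoff, the plate's mean sample inhibition plus 3 SD, cut at about 24% in these data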;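 note: 0% = DMSO plus EC80 ATP and 100% = DMSO alone without ATP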
V1aR counter = agonists of human V1a receptor, primary screen, counter-screen for OXTR agonist project, fluorescence, CHO-V1R cells; Vasopressin V1a receptor (Homo sapiens), P37288; Fluo-8 calcium fluorescence, agonist mode; 0% DMSO, 100% 3 nM vasopressin; activation, % at 3 µM; hit rate 0.25% among 320,000;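 active = activation above the mean activation of all tested compounds plus 3 SD, per screening run, cut at about 20% in these data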;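 note: signal is peak over basal fluorescence ratio across a 100 second FLIPR read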
OXTR agonist = human OXTR agonists, primary screen, fluorescence, CHO-OTR cells, Fluo-8 calcium; Oxytocin receptor (Homo sapiens), P30559; Fluo-8 calcium fluorescence; normalized: DMSO 0%, oxytocin 100%; activation, % at 3 µM; hit rate 0.32% among 320,000; AID 2435, 2010;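 active = activation above the mean of all tested compounds plus 3 SD, cutoff set per screening run, cut at about 20% in these data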;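 note: peak over basal fluorescence ratio from a 100 s FLIPR kinetic read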
Target sequence (P30559 whole entry, looked up): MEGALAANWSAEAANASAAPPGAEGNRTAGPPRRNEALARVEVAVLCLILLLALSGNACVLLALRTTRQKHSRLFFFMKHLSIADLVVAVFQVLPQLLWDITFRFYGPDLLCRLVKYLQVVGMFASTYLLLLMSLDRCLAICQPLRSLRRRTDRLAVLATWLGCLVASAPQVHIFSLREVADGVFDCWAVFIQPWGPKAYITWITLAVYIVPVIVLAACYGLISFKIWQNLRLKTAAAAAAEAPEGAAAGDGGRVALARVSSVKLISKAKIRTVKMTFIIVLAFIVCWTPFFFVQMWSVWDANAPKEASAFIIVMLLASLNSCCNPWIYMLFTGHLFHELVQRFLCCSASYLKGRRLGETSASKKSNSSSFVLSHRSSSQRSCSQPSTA
CHO parental Ca = ATP-evoked calcium signal inhibitors, parental CHO, primary screen, counter-screen for OX1R antagonist project, cell-based, fluorescence, Fluo-8 calcium dye | parental CHO-K1, ATP-induced calcium, Fluo-8 fluorescence | inhibition, % at 5.6 µM | hit rate 0.63% among 330,000;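 active = inhibition above that plate's mean sample inhibition plus 3 SD, cut at about 26% in these data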;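 note: 0% = ATP-challenged DMSO wells and 100% = DMSO wells without ATP; some compounds past the cut are filed as inactive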
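Test system: untransfected parental CHO cell line. Compound: one dose, 5.6 µM nominal. Detection: intracellular calcium via Fluo-8 no-wash fluorescent dye. Measure: % inhibition. Benchmarks: ATP-challenged DMSO wells low, unchallenged DMSO wells high.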
GPR7 antag = GPR7 receptor antagonists, primary screen, cell-based, fluorescence, single concentration; GPR7-expressing cells, fluorescence antagonist assay; hit rate 1.1% among 290,000; AID 1861, 2009; Neuropeptides B/W receptor type 1 (Homo sapiens), P48145; inhibition, % at 4.4 µM; in the data active = inhibition above about 16%, passing the limit was not always enough;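 note: cells stimulated with the agonist NPW; 0% = agonist with vehicle and 100% = vehicle without agonist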
Target sequence (P48145 whole entry, looked up): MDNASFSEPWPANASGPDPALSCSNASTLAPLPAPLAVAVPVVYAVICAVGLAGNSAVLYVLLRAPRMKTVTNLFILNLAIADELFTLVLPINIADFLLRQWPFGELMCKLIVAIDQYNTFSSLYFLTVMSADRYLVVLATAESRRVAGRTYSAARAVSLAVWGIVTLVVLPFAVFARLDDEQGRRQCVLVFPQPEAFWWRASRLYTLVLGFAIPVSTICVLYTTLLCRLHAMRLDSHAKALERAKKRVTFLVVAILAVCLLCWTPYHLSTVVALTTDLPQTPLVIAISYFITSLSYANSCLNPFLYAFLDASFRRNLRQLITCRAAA
TAAR1 antag = human TAAR1 antagonists, primary screen, Fluo-8 calcium fluorescence, CHO RD-HGA16 cells; Trace amine-associated receptor 1 (Homo sapiens), Q96RJ0; antagonist; inhibition, % at 3 µM; hit rate 1.5% among 360,000;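 active = inhibition above a per-plate cutoff, the mean inhibition of test compounds on that plate plus 3 SD, cut at about 49% in these data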;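 note: 0% = DMSO plus EC80 beta-PEA response and 100% = DMSO alone without agonist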
Target sequence (Q96RJ0 whole entry, looked up): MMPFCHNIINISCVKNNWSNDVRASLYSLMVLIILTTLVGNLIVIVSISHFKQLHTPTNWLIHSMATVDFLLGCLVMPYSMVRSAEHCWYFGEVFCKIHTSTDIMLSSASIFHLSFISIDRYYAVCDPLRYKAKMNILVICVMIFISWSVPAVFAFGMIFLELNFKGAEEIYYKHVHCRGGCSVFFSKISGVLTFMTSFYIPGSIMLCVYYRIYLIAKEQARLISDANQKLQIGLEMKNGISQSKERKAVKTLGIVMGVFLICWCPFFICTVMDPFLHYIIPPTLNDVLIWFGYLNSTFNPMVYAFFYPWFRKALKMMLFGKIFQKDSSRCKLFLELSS
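test system = CHO RD-HGA16 cells bearing hTAAR1 | replication = singlicate | controls = DMSO-only wells and EC80 β-PEA-stimulated wells | reagent = EC80 β-phenethylamine stimulus | read-out basis = percent inhibition of PEA-evoked calcium signal, max/basal emission ratio | schedule = seeding 17-24 h prior, 75-min 37 °C, 30-min RT dye loading | signal = kinetic Fluo-8 calcium fluorescence measurement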
CHO-K1 Ca ag = counter-screen for M1 agonists: effect in parental CHO-K1 cells | hit rate 0.48% among 360,000 | Fluo-8 calcium fluorescence; scaled to maximal ATP response, vehicle zero | activation, % at 3 µM; in the data active = activation above about 15%;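 note: untransfected CHO-K1 host cells lacking M1 receptor as counterscreen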
CHO-K1 Ca PAM = nonselective calcium activators in parental CHO-K1 cells, primary screen, counter-screen for M1 PAM project, cell-based, Fluo-8 calcium fluorescence, full deck, 1536-well; ATP EC20; 0% at ATP EC20, 100% at ATP max; activation, % at 3 µM; hit rate 0.02% among 360,000;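 active = activation above the run cutoff, the mean activation of all test compounds plus 3 SD, cut at about 40% in these data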;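 note: peak over basal fluorescence ratio in a 140 s read after ATP addition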
OXTR potentiator = human OXTR potentiators, primary screen, fluorescence, CHO-OTR cells, Fluo-8 calcium. Fluo-8 calcium fluorescence, potentiator mode; 0% = oxytocin EC15, 100% = EC100. Oxytocin receptor (Homo sapiens), P30559. hit rate 0.061% among 320,000. activation, % at 3 µM. AID 2445, 2010;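 active = activation above that plate's cutoff, the mean activation of tested compounds plus 3 SD, cut at about 6.6% in these data, passing the limit was not always enough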;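 note: 100% uses oxytocin at 75 nM as the full agonist control; some results filed as inactive read as strong as hits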
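System: human OTR in CHO cells; Also added: sub-maximal oxytocin, roughly EC15; Timing: compound 6 min at room temperature before oxytocin, 100 s read; Technique: Fluo-8 intracellular calcium fluorescence, ex 470-495, em 515-575 nm; Controls: oxytocin EC15 low and EC100 high; Replication: singlicate.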
An asterisk follows results filed as active; . = not tested or not shown.

1. CCN(CC)C(=O)CSc1nc2c(sc(=S)n2-c2ccccc2)c(=O)n1-c1ccc(OC)cc1OC
2. COc1cc(OC)c(C(=O)OC(C)C(=O)Nc2cccc(C(F)(F)F)c2)cc1OC (stereo unspecified)
3. Cc1nnc2sc(-c3ccccn3)nn12
4. O=C(CCSCCc1ccccn1)Nc1ccccn1
5. CCOC(=O)c1ccccc1OCc1cc(/C=N/n2cnnc2)ccc1OC
6. CCOc1ccc(C(C)=O)cc1N1C(=O)C2C3C=CC(C3=C(C)C)C2C1=O (stereo unspecified)
7. O=C(O)c1cccc(NC(=S)NC(=O)c2cccc(OCc3ccccc3)c2)c1
8. CCOC(=O)c1c(SC)n(-c2ccccc2)c(=S)n(-c2ccccc2)c1=O
9. CC(C)C(=O)N1CCC1(C)C(=O)NCc1ccc(C(C)(C)C)cc1 (stereo unspecified)
10. CCOC(=O)Nc1ccc(N2CCOCC2)c(S(=O)(=O)N2CCOCC2)c1

Assay by compound	1	2	3	4	5	6	7	8	9	10
CHO-K1 Ca antag	-6	0	-9	-2	11	-17	-14	-11	5	0
V1aR counter	0.2	0.7	-0.6	0.5	1.7	1.7	0.1	.	.	-0.4
OXTR agonist	-0.5	-0.4	0.3	0.2	-0.1	2.2	-0.3	.	.	-0.3
CHO parental Ca	-8	-20	-4	-8	-8	-17	-3	.	.	-3
GPR7 antag	-8	-10	-1	9	-5	2	12	16	.	-15
TAAR1 antag	-11	-3	-11	-21	38	.	-23	-2	-11	3
CHO-K1 Ca ag	0.8	2.1	0.5	0.9	4.0	2.8	-0.3	1.0	4.2	-0.1
CHO-K1 Ca PAM	8	15	22	14	12	5	22	7	7	-27
OXTR potentiator	-8	-4	-2	-10	-1	0	2	.	.	0

11. O=C(Cc1c(F)cccc1Cl)NCc1cccnc1
12. O=C(NCCc1ccccc1)c1cccc(S(=O)(=O)N2CCCCC2)c1
13. COc1cccc(NC(=O)N2CCN(c3cccc(C)c3)C(C)C2)c1 (stereo unspecified)
14. CC(C)c1[nH]nc2c1C(c1cccs1)C(C#N)=C(N)O2 (stereo unspecified)
15. CCCCn1c(SCC(=O)NC2CC2)nnc1-c1ccncc1
16. O=C(Nc1cccc(S(=O)(=O)N2CCCCC2)c1)C1CCCN1S(=O)(=O)c1ccccc1F (stereo unspecified)
17. CC(C)(C)NS(=O)(=O)c1ccc(CCC(=O)NCc2cccnc2)cc1
18. Cc1ccc(CCNC(=O)c2cc(S(=O)(=O)N3CCCC3)cn2C)cc1
19. O=S1(=O)N=C(Nc2ccc(S(=O)(=O)N3CCCCC3)cc2)c2ccccc21
20. CCOC(=O)C1CCN(C(=O)C2CCCN(c3ncnc4c3nc3n4CCCCC3)C2)CC1 (stereo unspecified)

Assay by compound	11	12	13	14	15	16	17	18	19	20
CHO-K1 Ca antag	-2	0	-4	-4	-5	-18	-11	-5	-1	-6
V1aR counter	0.9	4.4	4.1	0.3	-0.3	4.0	-0.5	0.0	3.9	11
OXTR agonist	0.7	-1.1	3.6	0.0	0.6	2.1	0.2	-0.5	0.1	-2.0
CHO parental Ca	-3	-22	-11	-2	1	-12	-6	-16	3	-23
GPR7 antag	-2	-4	0	-5	-14	.	-8	-1	-13	-10
TAAR1 antag	-20	-8	4	-7	-22	17	-10	-24	39	-20
CHO-K1 Ca ag	0.2	2.5	2.9	0.6	0.0	3.0	0.9	1.9	0.4	3.3
CHO-K1 Ca PAM	7	9	18	19	15	1	0	13	3	3
OXTR potentiator	-4	-9	-7	2	-5	-10	6	-4	-9	-9

21. NC(=O)Cc1ccc(OCc2nn[nH]n2)cc1
22. CN(C)C(=O)COc1ccc(Oc2ccccc2)cc1
23. O=C(COC(=O)/C=C/c1cccc(C(F)(F)F)c1)NCc1ccccc1
24. Cc1cc(N)n2nc(-c3ccccc3)c(-c3ccccc3)c2n1
25. OCC[C@H]1C[C@H](O)[C@@H](O)[C@]2(CCCO2)O1
26. CCC(Oc1ccccc1)C(=O)Nc1nnc(S(=O)(=O)Nc2ccccc2)s1 (stereo unspecified)
27. Cc1ccccc1NC(=O)Nc1nc(C(N)C2CCCCC2)cs1 (stereo unspecified)
28. Cc1cc(C)c(NC(=O)CS)c(Cl)c1
29. O=C(Cc1c(F)cccc1Cl)NCCCn1ccnc1
30. CCN(CC)C(=O)c1sc2nc(-c3ccccn3)[nH]c(=O)c2c1C

Assay by compound	21	22	23	24	25	26	27	28	29	30
CHO-K1 Ca antag	-12	-13	-1	-2	5	1	-2	2	-11	-3
V1aR counter	.	1.2	0.2	0.0	1.6	4.8	.	-0.3	0.6	-0.1
OXTR agonist	.	0.7	0.4	-1.3	1.4	-1.6	.	-0.3	-0.2	0.2
CHO parental Ca	.	6	-3	-9	-2	5	.	-14	4	-10
GPR7 antag	.	-4	7	-14	.	-9	.	9	-1	.
TAAR1 antag	-18	1	-26	.	-4	-4	30	-16	6	-6
CHO-K1 Ca ag	1.0	-0.2	0.7	-0.2	-0.2	0.7	3.4	-0.4	0.3	0.9
CHO-K1 Ca PAM	15	-6	8	-12	4	8	15	-5	9	-3
OXTR potentiator	.	-11	2	-3	-4	-10	.	-14	-5	0

Filtered by structure: those above with an aryl methoxy group.
1. CCN(CC)C(=O)CSc1nc2c(sc(=S)n2-c2ccccc2)c(=O)n1-c1ccc(OC)cc1OC
2. COc1cc(OC)c(C(=O)OC(C)C(=O)Nc2cccc(C(F)(F)F)c2)cc1OC (stereo unspecified)
5. CCOC(=O)c1ccccc1OCc1cc(/C=N/n2cnnc2)ccc1OC
13. COc1cccc(NC(=O)N2CCN(c3cccc(C)c3)C(C)C2)c1 (stereo unspecified)

Assay by compound	1	2	5	13
CHO-K1 Ca antag	-6	0	11	-4
V1aR counter	0.2	0.7	1.7	4.1
OXTR agonist	-0.5	-0.4	-0.1	3.6
CHO parental Ca	-8	-20	-8	-11
GPR7 antag	-8	-10	-5	0
TAAR1 antag	-11	-3	38	4
CHO-K1 Ca ag	0.8	2.1	4.0	2.9
CHO-K1 Ca PAM	8	15	12	18
OXTR potentiator	-8	-4	-1	-7

Next records follow:
31. Cc1ccccc1OCCSc1nc2ccccc2n1CCC(=O)O
32. Cn1c(NCCOc2ccccc2)nc2cc(-c3ccc(F)cc3)sc2c1=O
33. Cc1ccc(C(=O)NCCCNC(=O)c2ccco2)cc1C
34. CC(=O)c1ccc(NC(=O)C(C)Sc2nnc(C3CCCCC3)o2)cc1 (stereo unspecified)
35. COc1cc(/C=N/NC(=O)Cc2ccccc2)ccc1Oc1ccc([N+](=O)[O-])cc1[N+](=O)[O-]
36. CC(C)(C)Sc1ccc(N)nc1
37. Cc1cc(-c2ccc(/C=N/n3cnnc3)o2)c(C)c([N+](=O)[O-])c1
38. Cc1[nH]c(C)c2c(=O)n(Cc3ccccc3Cl)ncc12
39. Cc1cc(C)nc(SCc2nnc(SCC(=O)Nc3ccccc3C)n2Cc2ccco2)n1
40. Cn1c(=O)[nH]c2c(c(C(=O)O)nn2C)c1=O

Assay by compound	31	32	33	34	35	36	37	38	39	40
CHO-K1 Ca antag	1	-13	-8	.	-5	3	14	-10	9	4
V1aR counter	-0.3	.	0.7	5.1	0.0	2.7	0.8	.	-1.1	.
OXTR agonist	2.9	.	0.5	2.5	-0.6	2.1	-1.4	.	-2.5	.
CHO parental Ca	-11	.	4	-22	29*	1	-16	.	-21	.
GPR7 antag	-7	.	-4	7	-8	-11	-16	.	-9	.
TAAR1 antag	-14	-20	-5	-3	-10	-10	-7	-26	0	-25
CHO-K1 Ca ag	-0.1	0.5	0.2	.	1.2	0.5	0.3	0.6	-0.2	0.2
CHO-K1 Ca PAM	-16	14	12	.	15	13	6	15	-7	-12
OXTR potentiator	-11	.	-8	1	-8	-5	-15	.	-11	.

One compound at a time, from the list above. Order of screens: CHO-K1 Ca antag	V1aR counter	OXTR agonist	CHO parental Ca	GPR7 antag	TAAR1 antag	CHO-K1 Ca ag	CHO-K1 Ca PAM	OXTR potentiator
Shown for CN(C)C(=O)COc1ccc(Oc2ccccc2)cc1 : -13	1.2	0.7	6	-4	1	-0.2	-6	-11
Shown for Cc1cc(N)n2nc(-c3ccccc3)c(-c3ccccc3)c2n1 : -2	0.0	-1.3	-9	-14	.	-0.2	-12	-3

(continued)
41. CCOC(=O)c1nnn2c1nc(N1CCCCC1)c1ccccc12
42. C/C(=N\NC(=O)Cc1cccc2ccccc12)c1ccncc1
43. O=C(Cc1ccc(Cl)cc1)Nc1ccncc1
44. CCN(CC(=O)NCc1ccc(F)cc1)CC(=O)Nc1ccccc1-c1ccccc1
45. CCNC(=O)CC1C(=O)N(c2ccc(F)cc2)C(=O)N1CCc1ccc(OC)cc1 (stereo unspecified)
46. CC1=NN(c2ccccc2)C(=O)/C1=C/C=C/c1ccc(N(C)C)cc1
47. CC1CCCN(S(=O)(=O)c2ccc3[nH]c(=O)cc(C(=O)NCCCN4CCCCCC4)c3c2)C1 (stereo unspecified)
48. C[C@@H]1CN([C@H](C)CO)C(=O)CCCn2cc(nn2)CO[C@H]1CN(C)C(=O)NC1CCCCC1
49. COc1ccccc1OCCC(=O)Nc1cccc(S(=O)(=O)N2CCOCC2)c1
50. COc1ccc(/C(O)=C2/C(=O)C(=O)N(CCN(C)C)C2c2cccnc2)cc1C (stereo unspecified)
51. Cn1c(=O)c2c(nc(NCc3ccccc3)n2CC(N)=O)n(C)c1=O
52. CC(C)(C)[C@@H]1C=C(C(=O)O)O[C@H](OCCCCO)C1

Assay by compound	41	42	43	44	45	46	47	48	49	50	51	52
CHO-K1 Ca antag	10	9	10	4	-6	-17	5	-1	-17	0	-7	-7
V1aR counter	0.3	0.0	8.1	0.2	-0.1	.	.	.	0.6	1.0	0.1	0.3
OXTR agonist	-0.8	-0.2	11	-0.4	-0.8	.	.	.	0.0	0.8	-0.3	0.5
CHO parental Ca	-7	-22	27	-11	-17	.	.	.	-14	-13	-3	2
GPR7 antag	1	0	-2	-3	-12	-7	.	.	.	-4	-14	.
TAAR1 antag	4	-6	9	6	8	-23	-13	-8	-9	-4	7	5
CHO-K1 Ca ag	-0.3	1.2	8.6	2.2	0.7	-0.5	1.4	0.6	2.9	0.1	1.6	-0.1
CHO-K1 Ca PAM	-15	-5	-6	-3	11	15	6	7	10	7	12	-3
OXTR potentiator	11	-19	-14	-3	0	.	.	.	3	-2	1	5
